phage Ecoli inh – growth loss of phage-infected E. coli, primary screen, RecBCD inhibitor project, absorbance, with phage, HTS. inhibition, % at 11.9 µM. actives 0.26% (n = 360,000). AID 651602, 2012; in the data active = inhibition above about 11%
CAL PDZ FP-1 – untagged CAL PDZ binding inhibitors, primary screen, biochemical, fluorescence polarization, HTS | Golgi-associated PDZ and coiled-coil motif-containing protein (Homo sapiens), Q9HD26 | inhibition, % at 24.9 µM | purified CAL PDZ, TMR-peptide fluorescence polarization, 1 h | AID 602252, 2012 | actives 0.92% (n = 300,000);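 active = mean inhibition of at least 30% with at least half of replicates also reaching 30%; inconclusive = no clear call, values can overlap the other calls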;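 also: 0% = DMSO neutral control and 100% = excess unlabeled competitor peptide PRC23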
SR-BI HDL uptake – inhibitors of SR-BI mediated HDL lipid uptake, primary screen, ldlA[mSR-BI] cells, fluorescence, single point | ldlA[mSR-BI] CHO cells, DiI-HDL uptake fluorescence, 3 h | inhibition, % at 12.5 µM | actives 0.96% (n = 320,000) | AID 488896, 2010;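 active = mean replicate inhibition of at least 70% and a set share of replicates each scoring 70 or more; inconclusive = meets just one of the two criteria; inactive = fails both criteria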;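 also: 0% = median of neutral control wells and 100% = median of positive control wells; values of inactives mirror those of a sister screen read the other way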
Target sequence (Q61009 whole entry, looked up): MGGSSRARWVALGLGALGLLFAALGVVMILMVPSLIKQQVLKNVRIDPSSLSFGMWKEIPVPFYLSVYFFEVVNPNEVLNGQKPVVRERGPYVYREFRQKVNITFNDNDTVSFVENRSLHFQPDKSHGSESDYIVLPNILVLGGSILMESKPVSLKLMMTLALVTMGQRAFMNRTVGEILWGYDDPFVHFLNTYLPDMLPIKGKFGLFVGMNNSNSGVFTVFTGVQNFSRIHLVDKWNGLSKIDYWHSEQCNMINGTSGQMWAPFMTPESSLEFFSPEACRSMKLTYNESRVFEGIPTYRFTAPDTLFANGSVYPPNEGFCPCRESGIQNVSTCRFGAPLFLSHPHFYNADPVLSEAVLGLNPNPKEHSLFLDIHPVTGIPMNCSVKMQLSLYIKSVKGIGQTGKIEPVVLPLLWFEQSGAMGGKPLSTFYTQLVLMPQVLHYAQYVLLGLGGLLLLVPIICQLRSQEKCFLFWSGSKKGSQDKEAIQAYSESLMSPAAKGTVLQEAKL
Wnt act – Wnt/beta-catenin pathway activators, primary screen, cell-based, plate reader, single point | Wnt/beta-catenin reporter cell assay, activator | activation, % at 9.35 µM | actives 1.2% (n = 300,000) | AID 743398, 2014; in the data active = activation above about 30%, passing the limit was not always enough; inconclusive = no clear call, values can overlap the other calls;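 also: 0% = neutral control wells and 100% = positive control wells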
MITF act – activators of MITF-driven TRPM1 promoter reporter, primary screen, cell-based, SK-MEL-5, luciferase, single point. SK-MEL-5 TRPM1-promoter luciferase, 24 h; % of positive control, neutral wells = 0. activation, % at 12.5 µM. actives 0.75% (n = 300,000);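 active = mean activation of at least 80% with every replicate also reaching 80%; inconclusive = mean reaches 80% but some replicate falls short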;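 also: 0% = neutral control wells and 100% = parthenolide positive control wells; values of inactives mirror those of a sister screen read the other way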
E coli growth – E. coli V3065 growth inhibition, primary screen, counter-screen for AddAB inhibitor project, absorbance, OD600. 18 h. inhibition, % at 11.9 µM. actives 0.27% (n = 330,000). AID 449728, 2010;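 active = inhibition above the campaign's mean inhibition across all tested compounds plus 3 SD, cut at about 9.9% in these data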;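 also: uninfected addAB+ strain grown without phage in ampicillin broth; 0% = DMSO wells and 100% = ciprofloxacin 0.95 µg/ml wells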
CAL PDZ FP-2 – CAL PDZ peptide-binding inhibitors, primary screen, biochemical, fluorescence polarization, Cer-tagged CAL PDZ, HTS; Golgi-associated PDZ and coiled-coil motif-containing protein (Homo sapiens), Q9HD26; purified CAL PDZ, TMR-peptide fluorescence polarization, 1 h; inhibition, % at 20 µM; actives 0.02% (n = 330,000); AID 504414, 2011;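 active = highest replicate inhibition of at least 40%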;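 also: plate controls were DMSO neutral control wells for no effect and unlabeled competitor peptide control wells for full effect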
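material = purified tagged CAL PDZ domain construct (CerCALP) | compound dosing = 20 µM, one dose | times = 1 h at RT | measured by = fluorescence polarization from S- and P-plane intensities, G-factor corrected | read-out = inhibition from polarization loss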
SR-BI DiI-HDL act – activators of SR-BI mediated DiI-HDL uptake, primary screen, ldlA[mSR-BI] CHO cells, DiI fluorescence. 3 h; 100 = double the neutral-control signal. activation, % at 12.5 µM. actives 0.096% (n = 320,000);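 active = mean replicate activation of at least 60% and every replicate at or above 60%; inconclusive = mean or all-replicate condition met, but not both; inactive = mean below 60% and not all replicates reaching 60%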;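 also: 0% = median plate neutral-control signal and 100% = twice that signal; values of inactives mirror those of a sister screen read the other way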
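System: LDL receptor-deficient CHO ldlA cells overexpressing murine SR-BI | Timing: 3 h uptake period with compound, 37 °C | Medium: HEPES-buffered (25 mM, pH 7.4) F12 plus 0.5% BSA | Dosing: Single-point compound dose | Signal: Bottom-read fluorescence, 550/595 nm | Read-out: Retained DiI signal reflecting DiI-HDL uptake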
AddAB inh – growth inhibition of E. coli expressing H. pylori AddAB, primary screen, AddAB inhibitor project, absorbance | inhibition, % at 11.9 µM | actives 0.29% (n = 330,000); in the data active = inhibition above about 12%;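 also: 0% = vehicle wells of infected cells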
Tat transport – E. coli Tat export inhibitors, primary screen, MC4100, TorA-mCherry reporter, fluorescence, single point; actives 0.036% (n = 340,000); AID 488895, 2010; inhibition, % at 10 µM;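 active = mean replicate inhibition at least 50% and at least half of replicates individually reaching 50%; inconclusive = only one of the two criteria met; inactive = neither criterion met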;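 also: exported cargo escapes ClpAP degradation while cytoplasmic cargo is degraded and loses fluorescence; 0% = median of neutral control wells and 100% = median of NaSCN control wells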
* marks the source's active call; other numbers are inactive results; ? = inconclusive; nt = no result given. The order is random. Share with any hit: about 3.6%.

mol	phage Ecoli inh	Wnt act	SR-BI HDL uptake	SR-BI DiI-HDL act	CAL PDZ FP-1	Tat transport	MITF act	AddAB inh	CAL PDZ FP-2	E coli growth
CC[C@]12c3[nH]c4ccc(Cl)cc4c3CCN1C(=O)[C@@H](CC(=O)NCCCn1ccnc1)C[C@@H]2C(=O)N1CCN(C(=O)C2CC2)CC1	-1.0	5	-18	18	-12	-4	-1	-0.9	-10.0	-1.8
COc1ccc(NC(=O)c2csc(Cc3ccccc3)n2)cc1	4.9	-3	-6	6	-5	-5	15	1.8	-1.3	2.2
O=C(NNC(=O)c1ccccc1[N+](=O)[O-])c1ccc(NC(=O)c2ccccc2)cc1	1.5	1	46	-46	0	0	-17	2.1	-2.4	-1.5
FC(F)(F)c1cccc(N2CCN(c3ccc4nnc(-c5ccccc5)n4n3)CC2)c1	0.7	nt	-8	8	-2	3	10	0.3	-0.3	-2.3
Cc1ccc(OCc2cc(C(=O)N3CCN(C4CCCCC4)CC3)no2)cc1C	2.9	11	1	-1	-1	-1	36	0.7	-2.4	-2.1
CNC(=O)CN(C1CCCCC1)S(=O)(=O)c1ccc(OC)c(Cl)c1	2.2	nt	-7	7	7	-6	4	4.7	-1.0	1.9
CC(=O)Nc1ccc(NC(=O)CSc2nnc3ccc(-c4ccc(F)cc4)nn23)cc1	0.9	-4	nt	nt	-2	-1	8	1.4	-3.1	0.4
COc1ccc(CCC(=O)N/N=C\c2cccs2)cc1	4.8	-1	-7	7	-4	-4	2	2.9	-1.0	2.4
CC1CC(C)CN(S(=O)(=O)c2ccc(C(=O)Nc3nnc(C4CC4)o3)cc2)C1 (stereo not drawn)	-1.4	0	-35	35	8	1	5	-1.5	-2.5	-4.8
Cc1ccc2c(C(=O)CCl)c(C)[nH]c2c1	-0.8	1	nt	nt	2	1	-70	-0.5	-2.4	-2.0

(next part)
mol	phage Ecoli inh	Wnt act	SR-BI HDL uptake	SR-BI DiI-HDL act	CAL PDZ FP-1	Tat transport	MITF act	AddAB inh	CAL PDZ FP-2	E coli growth
CCCc1cc(=O)oc2cc(OCC(=O)NCCCN3CCOCC3)ccc12	1.6	0	2	-2	-1	-10	-8	3.2	-1.3	0.7
O=C(Nc1ccc(Cl)c(Cl)c1)N1CC=C(c2ccccc2)CC1	3.3	8	nt	nt	-4	5	-3	2.0	-2.5	4.0
COc1cccc(/C=N/Nc2nn3cnnc3c3ccccc23)c1O	0.6	nt	21	-21	-4	2	-2	0.5	-1.6	-0.1
O=c1[nH]c(=S)[nH]cc1Oc1ccc(Br)cc1Br	1.8	-4	-2	2	4	-5	3	nt	-0.6	nt
Cc1nccn1CCC(=O)O	4.7	nt	-11	11	nt	-9	nt	1.4	-0.8	-1.4
COc1ccccc1-n1ccnc1SCC(=O)NC1CCCC1	1.5	-2	12	-12	-4	-5	2	-0.7	-1.7	3.3
CCOC(=O)N1CCN(S(=O)(=O)c2c(C)cc(C)cc2C)CC1	1.6	0	nt	nt	-3	-4	-2	1.9	-0.4	-0.4
CCOC(=O)CN1CC23C=CC(O2)C(C(=O)N2CCN(c4ccc(F)cc4)CC2)C3C1=O (stereo not drawn)	3.5	0	-27	27	-1	-3	nt	0.2	0.3	-1.8
COCCOC(=O)c1c(C)n(C)c2ccc(OC(=O)N3CCOCC3)cc12	1.1	-1	4	-4	1	2	2	-0.4	-2.8	-2.7
OCCSc1nnc(Nc2ccccc2)s1	1.4	nt	-6	6	-6	-9	28	2.4	-0.5	-0.9

Overlap with the part before: five entries, followed by the next part.
mol	phage Ecoli inh	Wnt act	SR-BI HDL uptake	SR-BI DiI-HDL act	CAL PDZ FP-1	Tat transport	MITF act	AddAB inh	CAL PDZ FP-2	E coli growth
COc1ccccc1-n1ccnc1SCC(=O)NC1CCCC1	1.5	-2	12	-12	-4	-5	2	-0.7	-1.7	3.3
CCOC(=O)N1CCN(S(=O)(=O)c2c(C)cc(C)cc2C)CC1	1.6	0	nt	nt	-3	-4	-2	1.9	-0.4	-0.4
CCOC(=O)CN1CC23C=CC(O2)C(C(=O)N2CCN(c4ccc(F)cc4)CC2)C3C1=O (stereo not drawn)	3.5	0	-27	27	-1	-3	nt	0.2	0.3	-1.8
COCCOC(=O)c1c(C)n(C)c2ccc(OC(=O)N3CCOCC3)cc12	1.1	-1	4	-4	1	2	2	-0.4	-2.8	-2.7
OCCSc1nnc(Nc2ccccc2)s1	1.4	nt	-6	6	-6	-9	28	2.4	-0.5	-0.9
CCOc1ccc(NC(=O)CN(c2ccc([N+](=O)[O-])cc2)S(=O)(=O)c2ccccc2)cc1	4.3	0	25	-25	-2	-15	10	-1.5	-0.7	0.6
CC(C)C(NS(=O)(=O)c1cccc2nsnc12)C(=O)Nc1nccs1 (stereo not drawn)	2.2	-2	nt	nt	15	-2	10	-0.2	-0.8	-0.8
O=C(COn1nnc2ccc(Cl)cc21)Nc1ccc(F)cc1	2.6	1	3	-3	nt	-3	3	-2.9	-7.3	-0.5
CCNc1nc(NCC)nc(SCCOC(=O)COc2ccc(Cl)cc2Cl)n1	0.0	7	-7	7	0	5	-1	0.3	-2.0	-3.5
O=C1NCCCc2c1oc1ccc(O)cc21	2.0	nt	-16	16	-4	5	nt	100*	-3.0	98*
CC(C)[C@H](NC(=O)OCc1ccccc1)C(=O)OCC(=O)Nc1ccc(N2CCOCC2)cc1	2.3	0	57	-57	0	2	0	2.4	-1.3	-2.2
CCN(CC)S(=O)(=O)c1cc(NC(=O)Cc2ccc(S(=O)(=O)N3CCOCC3)s2)ccc1Cl	-0.2	4	4	-4	0	-9	-26	nt	-0.7	nt
COC(=O)C1CCC(C)(C(=O)Nc2ccccc2)C1(C)C (stereo not drawn)	0.5	-2	-17	17	-10	4	nt	1.2	nt	1.5
Cc1c(OC(C)C(=O)NCC2CCC(C(=O)O)CC2)ccc2c(-c3ccccc3)cc(=O)oc12 (stereo not drawn)	1.7	-1	?	-70	-1	-2	10	3.2	0.9	-1.0
CC1CCC2(CC1)NC(=O)N(CC(=O)N1CCc3ccccc3C1)C2=O (stereo not drawn)	1.2	-2	1	-1	-9	-1	-6	1.9	-0.6	-0.7

Carrying on.
mol	phage Ecoli inh	Wnt act	SR-BI HDL uptake	SR-BI DiI-HDL act	CAL PDZ FP-1	Tat transport	MITF act	AddAB inh	CAL PDZ FP-2	E coli growth
Cc1ccc(C)c(CSCc2nc3ccccc3[nH]2)c1	2.4	0	-4	4	0	1	-9	nt	1.4	nt
CCN(CCCNC(=O)c1cc2c(-c3cccc(OC)c3)nn(C)c2s1)Cc1ccccc1	2.5	2	9	-9	-1	11	0	-3.0	-12	-2.3
COC(=O)C1=C(C)NC(C)=C(C(=O)OCC2CCCO2)C1c1cccc(Cl)c1 (stereo not drawn)	2.0	-3	10	-10	-4	9	2	-1.1	-1.2	-1.9
CCOc1ccc(NS(=O)(=O)c2cccc(C(=O)N3CCN(C/C=C/c4ccccc4)CC3)c2)cc1	2.6	-8	12	-12	2	8	-9	nt	-0.5	nt
COc1ccccc1C(=O)Nc1ccnn1C1CCN(C(=O)c2ccoc2)CC1	3.9	-3	-2	2	nt	0	14	-1.0	0.2	0.9
Cc1ccc(S(=O)(=O)c2ncccc2N)cc1	-0.5	1	-16	16	nt	-9	-2	1.6	0.2	-2.6
CS(=O)(=O)c1ccc2nc(N)sc2c1	3.5	nt	-17	17	0	-8	nt	2.0	-1.6	-2.1
NC(=O)C[C@@H]1N[C@]2(C(=O)Nc3ccccc32)[C@@H]2C(=O)N(c3cc(C(F)(F)F)ccc3Cl)C(=O)[C@H]12	1.6	nt	17	-17	0	5	nt	2.4	-0.3	-0.8
COC(=O)c1ccc(C(=O)OCc2nc3cc4ccccc4cc3[nH]2)cc1	2.4	-2	2	-2	nt	-1	4	-0.9	0.5	-0.7
CCOC(=O)/C(=C\C=C\c1ccccc1)NC(=O)c1ccccc1	2.6	nt	41	-41	-5	1	-3	0.9	-2.1	-1.2

(continued)
mol	phage Ecoli inh	Wnt act	SR-BI HDL uptake	SR-BI DiI-HDL act	CAL PDZ FP-1	Tat transport	MITF act	AddAB inh	CAL PDZ FP-2	E coli growth
COc1ccc(S(=O)(=O)NCC(c2cccnc2)N2CCN(C)CC2)cc1OC (stereo not drawn)	-0.7	2	-31	31	-3	2	-1	2.0	-2.7	0.0
O=C(O)C(CO)N=Cc1c(O)c2ccccc2oc1=O (stereo not drawn)	1.6	-1	5	-5	-3	-1	-10	1.3	-1.2	-0.2
Cc1ccc(NS(=O)(=O)c2c(C(=O)N3CCOCC3)c(C)n(C)c2C)cc1	1.4	1	-19	nt	-4	3	-2	-0.1	-1.2	0.0
O=c1c2nnn(-c3ccc(Cl)cc3)c2ncn1Cc1ccccn1	1.5	-3	-18	18	7	-1	-22	-1.2	-0.3	-3.0
O=C(N/N=C/c1ccc(O)cc1)c1csc2c1CCCC2	4.0	-4	15	-15	-13	6	16	4.8	-1.0	0.0

Screening results from PubChem BioAssay.
